# Compound activity: PubChem BioAssay, several laboratories
# hERG rescue – hERG (human) protection from proarrhythmic block; Q12809; CHO-hERG, FluxOR thallium flux, dofetilide IC70 present; activation (rescue from dofetilide block), less the hit threshold, % at 10 µM; 0.51% of 310,000 active;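 active = activation above the mean of controls blocked by dofetilide plus 5 SD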;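 also: thallium influx through hERG after potassium depolarization seen as dye fluorescence rise; in these data hits start at about 4.7%; inactives centre near -7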
# HDAC3 inh – human HDAC3 inhibition. O15379. recombinant HDAC3, fluorogenic peptide/trypsin coupled, fluorescence. inhibition, % at 8.3 µM. 0.15% of 320,000 active. AID 2718; in the data active = inhibition above about 26%, passing the limit was not always enough; inconclusive = no clear call, values can overlap the other calls
# TRPC4 potent – TRPC4 (mouse) allosteric potentiation. B-score at 10 µM. 0.42% of 310,000 active. Q9QUQ5. HEK293 TRPC4beta/mu-opioid, DAMGO EC20, Fluo-4 Ca2+ flux; stronger effect = higher value;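 active = B-score of calcium response area above 5 SD of library B-scores, with initial fluorescence ratio within 5 SD of library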;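 also: B-score of integrated fluorescence ratio over time as area under calcium response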
# Target sequence (Q9QUQ5 whole entry, looked up): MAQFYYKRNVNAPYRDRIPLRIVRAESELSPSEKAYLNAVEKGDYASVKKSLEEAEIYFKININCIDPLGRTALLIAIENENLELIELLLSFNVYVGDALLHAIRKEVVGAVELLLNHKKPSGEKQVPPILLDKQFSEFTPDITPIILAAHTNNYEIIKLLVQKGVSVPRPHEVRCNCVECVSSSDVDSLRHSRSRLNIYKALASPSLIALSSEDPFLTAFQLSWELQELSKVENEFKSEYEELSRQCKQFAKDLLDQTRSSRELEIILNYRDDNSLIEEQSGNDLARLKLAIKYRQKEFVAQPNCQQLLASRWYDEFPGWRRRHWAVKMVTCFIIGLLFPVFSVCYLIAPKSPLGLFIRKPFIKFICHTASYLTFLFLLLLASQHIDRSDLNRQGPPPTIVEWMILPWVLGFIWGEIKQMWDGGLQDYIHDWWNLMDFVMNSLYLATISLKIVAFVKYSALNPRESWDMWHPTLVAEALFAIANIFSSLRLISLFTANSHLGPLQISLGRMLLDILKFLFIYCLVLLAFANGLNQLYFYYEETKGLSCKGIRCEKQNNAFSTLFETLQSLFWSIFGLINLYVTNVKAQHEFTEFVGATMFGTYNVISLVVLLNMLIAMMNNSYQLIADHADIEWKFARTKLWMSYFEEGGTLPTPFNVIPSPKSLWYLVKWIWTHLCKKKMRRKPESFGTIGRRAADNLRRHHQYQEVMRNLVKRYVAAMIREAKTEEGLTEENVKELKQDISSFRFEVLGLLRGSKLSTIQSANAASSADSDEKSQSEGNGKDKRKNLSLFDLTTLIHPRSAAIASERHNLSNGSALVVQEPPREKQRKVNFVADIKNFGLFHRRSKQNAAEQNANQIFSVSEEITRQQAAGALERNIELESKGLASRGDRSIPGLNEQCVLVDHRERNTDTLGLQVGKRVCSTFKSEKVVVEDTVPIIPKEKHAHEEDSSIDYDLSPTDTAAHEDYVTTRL
# TRPC4 agonist – TRPC4 (mouse) channel activation | AID 2237 | Q9QUQ5 | 0.49% of 310,000 active | B-score at 10 µM | HEK293 TRPC4beta/mu-opioid, Fluo4 calcium fluorescence; stronger effect = higher value;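 active = B-score above 5 SD of library B-scores, and initial fluorescence ratio not above library mean plus 5 SD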;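 also: positive B-score marks a calcium rise read as TRPC4 activation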
#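 Material: TRPC4beta and mu-opioid receptor HEK293 stable cells | Incubation: 45 min room-temperature Fluo4 loading, 110 s read | Detection: Kinetic Fluo4 calcium fluorescence | Measure: Integrated baseline-normalised fluorescence ratio, converted to per-well B score | Benchmarks: Low control buffer alone, high control maximal DAMGO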
# KCNK9 inh – human KCNK9 channel inhibition | Q9NPC2 | HEK293 KCNK9, FluxOR thallium flux fluorescence; stronger effect = lower value | B-score at 10 µM | 1.2% of 310,000 active;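 active = ratio B-score over 3 SD below the library mean, with starting fluorescence within 5 SD of its mean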;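 also: negative B-score means less thallium flux so channel inhibition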
# KCNQ1 block – inhibitors of human KCNQ1 potassium channel | CHO-K1 KCNQ1, FluxOR thallium flux fluorescence; stronger effect = higher value | B-score at 10 µM | 1.3% of 310,000 active | AID 2642;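 active = compounds whose thallium flux B-score, printed positive for inhibition, exceeds three library SD while starting fluorescence stays within three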;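 also: channel opened by potassium depolarization with thallium stimulus after 20 min compound exposure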
# TMEM16A inh – inhibitors of mouse TMEM16A calcium-activated chloride channel; normalized B-score (activity score, 25-100; higher = stronger inhibition) at 10 µM; AID 588511; 1.2% of 310,000 active; HEK293 TMEM16A/YFP iodide influx fluorescence, ionomycin; Q8BHY3;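 active = ratio plate-corrected score three or more library SD toward inhibition, starting fluorescence score within five deviations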;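 also: score derived from kinetic fluorescence span divided by baseline fluorescence per well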
# KCNQ1 act – potentiates or activates the human KCNQ1 potassium channel. CHO-K1 KCNQ1, thallium flux FluxOR fluorescence; stronger effect = higher value. B-score at 10 µM. 0.35% of 310,000 active. AID 2648;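 active = fluorescence ratio B-score, a plate-corrected score, at least three library SD, with initial intensity B-score within 5 SD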
#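 Assay system: CHO-K1 cells stably expressing KCNQ1; Medium: assay buffer with matched DMSO; Also added: K+/Tl+ depolarizing stimulus; Dosing: single dose; Timing: dye 90 min, compound 20 min, room temperature; Measured by: kinetic FluxOR thallium fluorescence, 10-s 1-Hz baseline, 110-s post-stimulus read; Read-out: peak-minus-minimum fluorescence over initial fluorescence, negative-control normalized, B-scored.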
# DYRK1A inh – Dyrk1A (rat) kinase inhibition. Q63470. ADP-Glo luminescence, NFATc1 peptide. inhibition, % at 12.5 µM. 0.43% of 310,000 active. AID 504441; in the data active = inhibition above about 50%;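 also: plate controls were vehicle with enzyme for no effect and no enzyme for full effect; many of its hits are not listed in these tables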
# KCNK3 inh – human KCNK3 channel inhibition, primary screen | CHO-KCNK3 thallium flux, FluxOR fluorescence; stronger effect = lower value | B-score at 10 µM | 0.84% of 340,000 active | AID 602410;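 active = B-score under library mean minus 4 SD, starting fluorescence ratio at most library mean plus 5 SD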;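 also: more negative B-score means stronger inhibition of thallium flux through KCNK3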
# TMEM16A act – activators or potentiators of mouse TMEM16A chloride channel; Q8BHY3; HEK293 TMEM16A/YFP-H148Q/I152L, iodide quench fluorescence; stronger effect = lower value; B-score at 10 µM; 0.3% of 340,000 active;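 active = fluorescence-ratio B-score plate-corrected deviation score at least 3 library SD below zero, with starting fluorescence score within 5 deviations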;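 also: channel opened by trigger with iodide after compound preincubation; score built on the fluorescence ratio of max minus min over baseline; more negative score means more quench and so TMEM16A activation or potentiation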
# The depositor's hits bear a star; i = inactive; ? = inconclusive; . = no result given.
# Order of values – hERG rescue	HDAC3 inh	TRPC4 potent	TRPC4 agonist	KCNK9 inh	KCNQ1 block	TMEM16A inh	KCNQ1 act	DYRK1A inh	KCNK3 inh	TMEM16A act
Cc1cc(C)nc(SCC(=O)Nc2ncc(C(F)(F)F)cc2Cl)n1
→ -4	4	i	i	i	i	i	i	-4	i	i
Cc1cc(NC(=O)c2ccccc2Cl)n(C(C)(C)C)n1
→ -11	5	i	i	i	i	i	i	.	i	i
Cc1ccnc(NC(c2cccnc2)c2ccc3cccnc3c2O)c1 (stereo not given)
→ -4	2	i	i	i	i	i	i	-3	i	i
COC(=O)CSc1nc(SCc2ccc(C)cc2)nc2c1CCCC2
→ -4	0	i	i	i	i	i	i	0	i	i
CCCCNC(=O)CCSc1ccc(C)cc1
→ -4	-7	i	i	i	i	i	i	.	i	i
CS(=O)(=O)c1ccc(CNC(=O)C2(C(F)(F)F)C/C(=C\Cc3ccccc3)CCCO2)cc1 (stereo not given)
→ -12	-8	i	i	i	i	i	i	-6	i	i
NC(=O)N=Nc1c2[nH]c3ccccc3nc-2c2ccccc12
→ -14	5	i	i	i	i	i	i	12	i	i
COc1ccc(-n2nc(C(=O)NCC(=O)N3CCCCCC3)c3ccccc3c2=O)c(OC)c1
→ -5	-6	i	i	i	i	i	i	-7	i	i
COC(=O)c1ccc(COC(=O)c2cnc(Cl)c(Cl)c2)cc1
→ -4	-8	i	i	i	i	i	i	17	i	i
Cc1ccc(S(=O)(=O)N2CCN(C(=O)c3cccc(-n4cccc4)c3)CC2)cc1
→ -5	0	i	i	i	i	i	i	0	i	i
CCOC(=O)c1nnn(-c2nonc2-c2ccccc2)c1C
→ -6	-1	i	i	i	i	i	i	15	i	i
CC(Oc1ccccc1F)C(=O)NNC(=O)C1CC(=O)N(c2ccc3c(c2)OCCO3)C1 (stereo not given)
→ -6	-1	i	i	i	i	i	i	-8	i	i
COc1cc(SC)ccc1C(=O)NC1CCCCC1
→ -15	0	i	i	i	i	i	i	5	i	i
COc1ccc(C(=O)Cn2nnc(-c3ccc(N4CCOCC4)cc3)n2)cc1OC
→ -10	0	i	i	i	i	i	i	-13	i	i
Oc1cccc(C(=S)N2CCCCC2)c1
→ -1	-4	i	i	i	i	i	i	1	i	i
COc1ccc(/C=N/NC(=O)CCn2cnc(-c3ccccc3)c2-c2ccccc2)cc1OC
→ -10	-7	i	i	i	i	i	i	3	i	i
COc1cc(Br)cc(CNc2ccc(F)c([N+](=O)[O-])c2)c1O
→ -12	3	i	i	i	i	i	i	2	i	i
COC(=O)c1ccc(NC(=O)CN2C(=O)C3C4C=CC(C4)C3C2=O)cc1 (stereo not given)
→ -8	.	i	i	i	i	i	i	-7	i	i
Cc1ccc(C(=O)N2CC(=O)Nc3ccc(F)cc3C2c2ccc(F)cc2)cc1[N+](=O)[O-] (stereo not given)
→ -12	0	i	i	i	i	i	i	-2	i	i
O=C(CCCn1nnc2ccccc2c1=O)N[C@H](C(=O)O)c1ccccc1
→ -7	-5	i	i	i	i	i	i	1	i	i
O=C(CCC1N=C2c3ccccc3N=C(SCC(=O)NCc3ccco3)N2C1=O)NCc1ccco1 (stereo not given)
→ -4	0	i	i	i	i	i	i	1	i	i
CCOc1ccc(/C=N/OCC(=O)NCc2ccco2)cc1
→ -8	-4	i	i	i	i	i	i	2	i	i
COc1ccc(CNC(=O)Cc2cccs2)cc1OC
→ -6	-4	i	i	i	i	i	i	-6	i	i
Cc1cc(C)n2c(Br)c(CSc3nc4ccccc4o3)nc2n1
→ -14	-22	i	i	i	i	i	i	-3	i	i
CC(C)(C)CC(C)(C)Nc1c(-c2ccc(O)cc2)nc2cnccn12
→ -7	-7	i	i	i	i	i	i	3	i	i
CC(=O)Nc1cccc(NC(=O)Cc2cccs2)c1
→ -4	2	i	i	i	i	i	i	3	i	i
COc1ccc(NC(=O)CSC2CCCCC2)cc1
→ -6	-6	i	i	i	i	i	i	-2	i	i
Cc1ccc(-c2csc3nc4c5ccccc5c(NCCCN5CCOCC5)nn4c(=O)c23)cc1
→ -38	-7	i	i	i	i	i	i	.	.	.
CCc1nnc(NC(=O)c2sc3nc(C)cc(COC)c3c2N)s1
→ -15	-1	i	i	i	i	i	i	-2	i	i
O=C(O)CCC(=O)Nc1ccc(Sc2ccc([N+](=O)[O-])cc2)cc1
→ -4	7	i	i	i	i	i	i	2	i	i
COc1ccc(-c2cc(-c3ccccc3)c(C#N)c(SCC(=O)Nc3ncc(C)s3)n2)cc1
→ -7	-11	i	i	i	i	i	i	3	i	i
COc1ccc(CC(=O)Nc2ccc(S(=O)(=O)N(C)C)cc2)cc1OC
→ -2	1	i	i	i	i	i	i	-7	i	i
Cc1cc(N/N=C/c2ccc(O)cc2O)nc(-n2nc(C)cc2C)n1
→ -3	-2	i	i	i	i	i	i	-5	i	i
O=C(Nc1ccc(C(=O)N2CCCC2)cc1)c1ccccc1[N+](=O)[O-]
→ -14	-17	i	i	i	i	i	i	5	i	i
O=C(NCC1CCCO1)/C(=C\c1ccccc1)NC(=O)c1ccccc1 (stereo not given)
→ -3	-1	i	i	i	i	i	i	.	i	i
COc1ccc(/C=N/Nc2nc(C)cc(-c3ccccc3)n2)c(OC)c1
→ -4	15	i	i	i	i	i	i	1	i	i
COc1cc(OC)cc(C(=O)Nc2nnc(NC(=S)Nc3ccccc3)s2)c1
→ -7	2	i	i	i	i	i	i	0	i	i
CC(C)=C1C2CCC1C(C(=O)Nc1sc(C)c(-c3ccc(C(C)C)cc3)c1C(N)=O)C2C(=O)O (stereo not given)
→ -6	6	i	i	i	i	i	i	3	i	i
CC(=O)c1ccc(NC(=O)CCc2nnc3ccc(N4CCC5(CC4)OCCO5)nn23)cc1
→ -9	4	i	i	i	i	i	i	2	i	i
CC(=O)C1(C)N(O)C(C)(C)C(c2ccco2)=[N+]1[O-] (stereo not given)
→ -9	6	i	i	i	i	i	i	1	i	i
Cc1ccc2[nH]c(C(=O)N3CCCCC3)cc2c1
→ -3	3	i	i	i	i	i	i	7	i	i
CCC(C)NC(=O)CSc1nc2ccc(N3CCOCC3)cc2c(=O)n1CCc1ccccc1 (stereo not given)
→ -14	20	i	i	i	i	i	i	.	.	.
COc1ccc(CNC(=O)Nc2cccc(C(F)(F)F)c2)cc1OC
→ -8	12	i	i	i	i	i	i	5	i	i
Cc1ccc(Oc2ncccc2N)c2c1CCC2
→ -5	3	i	i	i	i	i	i	0	i	i
COc1ccc(C(=O)N2CCC(n3nnc4cc(F)ccc43)CC2)cc1OC
→ -3	-2	i	i	i	i	i	i	1	i	i
O=C1NC(=S)/C(=C\c2ccc(-c3ccccc3Cl)o2)S1
→ 2	0	i	i	i	i	i	i	3	i	-5.8*
CCOC(=O)C1(Cc2ccccc2C)CCCN(C(=O)CN2C(=O)CSC2=O)C1 (stereo not given)
→ -24	13	i	i	i	i	i	i	2	i	i
COCCNC(=O)C(c1ccc(O)cc1)N(Cc1ccco1)C(=O)CCC(=O)Nc1ccccn1 (stereo not given)
→ -6	1	i	i	i	i	i	i	7	i	i
CNC(=O)/C(C#N)=C/c1c(N(Cc2ccccc2)Cc2ccccc2)nc2c(C)cccn2c1=O
→ -9	-2	i	i	i	i	i	i	-4	i	i
CCc1ccccc1NC(=O)c1cccc(Oc2ccc([N+](=O)[O-])cc2Cl)c1
→ -6	10	i	i	i	i	i	i	-56	i	i
CC(=O)Nc1ccc(Oc2ccc(-c3noc(C)n3)cc2)cc1
→ -2	-1	i	i	i	i	i	i	-20	i	i
COc1cc(/C=N/O)cc(Br)c1OS(=O)(=O)c1ccc(C)cc1
→ -18	4	i	i	i	i	i	i	45	i	i
COC(=O)C1=C(C(=O)OC)[C@@H]2N(Cc3ccccc3)c3ccccc3[C@@]23C[C@@H](C(=O)OC)N(C(=O)c2cccs2)C3=N1
→ -2	3	i	i	-7.9*	i	i	i	-1	i	i
CCCn1c(SCC(=O)N2CCc3ccccc32)nnc1-c1ccncc1
→ -4	.	i	i	i	i	.	i	.	.	.
C#CCOCCOCCOCCNc1nc(N2CCN(C(=O)[C@H](CCC(=O)O)n3cc(C(N)CO)nn3)CC2)nc(N2CCN(C(=O)[C@H](CCCCN)n3cc(C(N)CC(C)C)nn3)CC2)n1 (stereo not given in full)
→ -2	.	i	i	i	i	.	i	.	.	.
CN(CC(=O)Nc1n[nH]c(=S)s1)S(=O)(=O)c1cccc2cccnc12
→ -3	4	i	i	i	i	i	i	4	i	i
Cc1ccc(CNC(=O)CSc2nc3n[nH]c(C)c3c(=N)n2-c2cccc(C)c2)cc1
→ -9	?	i	i	i	i	i	i	6	i	i
Nc1nc(-c2ccccc2)c(N=Nc2cccc3ccccc23)s1
→ -7	5	i	i	i	i	i	i	3	i	i
C[C@H](NC(=O)[C@@H]1Cc2ccccc2CN1C(=O)OC(C)(C)C)C(=O)NCc1ccco1
→ -11	0	i	i	i	i	i	i	5	i	i
COC(=O)c1ccccc1NC(=O)Cn1cnc2c(cnn2-c2ccc(C)c(C)c2)c1=O
→ 3	1	i	i	i	i	i	i	.	.	.

# Going on with the list.
# Order of values – hERG rescue	HDAC3 inh	TRPC4 potent	TRPC4 agonist	KCNK9 inh	KCNQ1 block	TMEM16A inh	KCNQ1 act	DYRK1A inh	KCNK3 inh	TMEM16A act
Cn1c(CS(=O)Cc2c(Cl)cccc2Cl)nnc1SCc1ccc(Cl)cc1 (stereo not given)
→ -13	-3	i	i	i	i	i	i	6	i	i
COCC(C)OC(=O)C(C#N)c1nc2ccccc2nc1N1CCN(Cc2ccccc2)CC1 (stereo not given)
→ -9	1	i	i	i	i	i	i	-1	i	i
Cc1cc2oc(=O)cc(CN3CCCCC3C)c2cc1Cl (stereo not given)
→ -8	1	i	i	i	i	i	i	5	i	i
O=C(Nc1ccc(Nc2ccccc2)cc1)c1ccc(F)cc1
→ -6	-5	i	i	i	i	i	i	-5	i	i
Cc1ccc(S(=O)(=O)NCC(=O)N(CC(=O)NC2CCCC2)CC2CCCO2)cc1 (stereo not given)
→ -4	-5	i	i	i	i	i	i	-3	i	i
CCOC(=O)N1CCN(S(=O)(=O)N2CCCC(C(=O)NCc3ccc(F)cc3)C2)CC1 (stereo not given)
→ -8	-7	i	i	i	i	i	i	.	i	i

# These rows are one share of the data. The share of hits here may be higher or lower than overall.
